Source: PubChem
USP1-UAF1 inh: USP1/UAF1 (human) deubiquitinase inhibition | O94782 | recombinant USP1/UAF1, Ub-Rhodamine cleavage fluorescence | Potency, µM (top dose mostly 57.1 µM), without a hit: at the highest dose activity change, negative = inhibition, hits mostly inhibitors | actives 0.23% (n = 390,000) | AID 743255; note: potency is the fitted concentration of half-maximal effect; % is set by controls: 0 for no effect and ±100 for the full control effect; nearly all actives have a fitted effect of over 60% in size; inactives centre near -12
Target sequence (O94782 whole entry, looked up): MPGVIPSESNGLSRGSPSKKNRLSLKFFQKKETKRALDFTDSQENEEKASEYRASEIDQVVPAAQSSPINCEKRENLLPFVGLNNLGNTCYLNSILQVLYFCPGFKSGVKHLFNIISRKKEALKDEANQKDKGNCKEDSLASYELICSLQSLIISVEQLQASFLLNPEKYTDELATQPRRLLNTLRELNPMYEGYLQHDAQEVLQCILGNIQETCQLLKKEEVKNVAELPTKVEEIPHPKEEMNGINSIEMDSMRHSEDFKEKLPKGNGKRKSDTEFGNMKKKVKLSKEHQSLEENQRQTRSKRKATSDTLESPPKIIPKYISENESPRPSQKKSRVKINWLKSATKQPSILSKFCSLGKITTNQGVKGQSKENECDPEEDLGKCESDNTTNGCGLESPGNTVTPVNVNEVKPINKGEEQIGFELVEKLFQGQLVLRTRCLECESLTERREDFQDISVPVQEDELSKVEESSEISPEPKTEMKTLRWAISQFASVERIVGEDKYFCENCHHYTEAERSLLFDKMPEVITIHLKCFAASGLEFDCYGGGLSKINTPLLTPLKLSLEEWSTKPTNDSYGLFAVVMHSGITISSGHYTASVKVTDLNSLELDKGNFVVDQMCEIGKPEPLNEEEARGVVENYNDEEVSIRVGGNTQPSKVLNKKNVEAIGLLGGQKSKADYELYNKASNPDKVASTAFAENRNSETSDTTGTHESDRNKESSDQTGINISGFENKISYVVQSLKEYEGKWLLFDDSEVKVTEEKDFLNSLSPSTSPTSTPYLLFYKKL
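USP1/UAF1 complex at 1 nM was preincubated with compound for 15 min at room temperature, then Ub-Rho substrate (150nM final) was added. Fluorescence (480/540 nm) was read kinetically, 6 reads every 60 seconds.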
D2 antagonist: D2 dopamine receptor (human) antagonism | P14416 | HEK293 TREx D2 cells, calcium flux, dopamine EC80 | inhibition, % at 10 µM | actives 2% (n = 340,000) | AID 485344; in the data active = inhibition above about 30%; note: 0% is about no effect
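Dopamine at EC80 is the agonist stimulus; test compounds precede it by 180 s. Calcium flux read kinetically in a force-coupled, inducible HEK293 T-REx D2 cell line.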
TRHR enhancer: allosterically enhances the human TRH receptor; P34981; TRHR cells, fluo-8 calcium fluorescence, EC20 TRH enhancement; enhancement, % at 2 µM; actives 0.66% (n = 360,000); in the data active = enhancement above about 30%; note: 0% is about no effect
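Enhancer read-out: after compound pinning and an initial kinetic agonist-mode read, an EC20 of TRH (10 nM final) was injected and fluo-8 calcium signal (Ex 480/Em 530) followed at 1 s/cycle for 100 cycles in TRHR-expressing cells.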
TrxR1 substrate: is turned over as a substrate by rat TrxR1 | O89049 | purified TrxR1 substrate turnover, NADPH consumption readout | Potency, µM (series often up to 114 µM), for inactives: at the highest dose activity change, negative = substrate turnover | actives 0.01% (n = 390,000) | AID 588456; note: potency is the fitted concentration of half-maximal effect; % is set by controls: 0 for no effect and ±100 for the full control effect; nearly all actives have a fitted effect of over 50% in size
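Rat TrxR1, dispensed at 90 nM, was prereduced with 400 uM NADPH (final) for 5 min at ~22 deg C, then incubated with compound 15 min before 400 uM selenite. A first-read NADPH fluorescence drop versus no-compound background flagged substrates.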
D2 agonist: activates the human D2 dopamine receptor; P14416; HEK293 T-REx D2 cells, calcium flux agonist mode; activation, % at 2 µM; actives 0.53% (n = 340,000); AID 485358;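 active = activation over 3 SD above normal in the single-dose calcium agonist read, cut at about 30% in these data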; note: 0% is about no effect
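HEK293 Trex D2 cells, tetracycline-induced, o/n 30 C 5% CO2; no-wash Ca dye, RT 30–90 min; 10-cycle baseline, 23 nl cpd added, kinetic Ca read 180 s; agonist hits = positive Ca response.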
Pin1 inhibitor: inhibitors of human Pin1 | Potency, µM (top dose mostly 115 µM), without a hit: at the highest dose activity, negative = inhibition, most hits filed as inhibitors | actives 0.009% (n = 390,000) | Pin1 FP peptide displacement, HiFluor488, 10 min; active = well fitted inhibition curve with a large enough effect in the polarisation, with a control signal flat, not every such curve was filed as active; inconclusive = small, poorly fitted or top-dose-only effect, or effect the other way, or a change in a side signal; inactive = no such curve, though single readings can be large or run the other way; the % refers to the polarisation; note: potency is the fitted concentration of half-maximal effect; % is set by controls: 0 for no effect and ±100 for the full control effect
Target sequence (Q13526 whole entry, looked up): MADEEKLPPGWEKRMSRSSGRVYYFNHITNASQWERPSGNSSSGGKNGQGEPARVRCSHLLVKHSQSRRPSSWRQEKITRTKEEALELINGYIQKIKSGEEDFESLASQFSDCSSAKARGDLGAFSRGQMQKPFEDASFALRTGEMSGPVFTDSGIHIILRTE
mIDH1 inhibitor: blocks human mutant IDH1 R132H enzyme; O75874; IDH1-R132H enzyme, NADPH consumption, diaphorase/resazurin fluorescence; Potency, µM (series often up to 76.6 µM), for inactives: at the top dose activity change, negative = inhibition, most hits filed as inhibitors; actives 0.093% (n = 390,000); note: potency is the fitted concentration of half-maximal effect; % is set by controls: 0 for no effect and ±100 for the full control effect; nearly all actives have a fitted effect of over 65% in size
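IDH1-R132H (0.5 ug/mL dispensed) in pH 7.5 Tris buffer was preincubated 30 min with compound, then given a substrate mix of 0.016 mM NADPH and 2 mM alpha-KG for 80 min at room temperature; remaining NADPH was read by diaphorase/resazurin fluorescence.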
rTrxR1 inhibitor: rat TrxR1 inhibition. Potency, µM (highest dose often 114 µM), without a hit: at the highest dose activity change, negative = inhibition, usual class: inhibitors. O89049. actives 1% (n = 390,000). recombinant rTrxR1, NADPH fluorescence consumption, selenite substrate. AID 588453; note: potency is the fitted concentration of half-maximal effect; % is set by controls: 0 for no effect and ±100 for the full control effect; nearly all actives have a fitted effect of over 65% in size
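Rat TrxR1 (90 nM in the dispensed reagent) was pre-reduced with 400 uM NADPH for 5 min at room temperature, then incubated with compound for 15 min. After 400 uM selenite was added, NADPH fluorescence (Ex 340/Em 450 nm) was followed for 8 min.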
TRHR ag: TRH receptor (human) agonism. activation, % at 2 µM. TRHR cells, calcium flux fluo-8, FDSS agonist mode. AID 493084. actives 0.18% (n = 360,000); in the data active = activation above about 30%; note: 0% is about no effect
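TRHR-expressing cells loaded with fluo-8 calcium dye; 23 nL library compound pin-transferred, kinetic FDSS fluorescence (Ex 480/Em 530) recorded about 180 s for agonist-induced calcium release, before a 10 nM TRH EC20 addition for potentiator mode.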
* marks the source's active call; other numbers are inactive results; ? = inconclusive; . = no result given; [ ] = dose if it differs, or a comment. Unless noted, calls come from the whole dose curve; as a rule, active = well fitted inhibition curve with a large enough effect; inconclusive = small, poorly fitted or top-dose-only effect; inactive = no such curve, though single readings can be large or run the other way. Not all compounds are listed; rates above refer to the full screens.

Results follow in this order: USP1-UAF1 inh	D2 antagonist	TRHR enhancer	TrxR1 substrate	D2 agonist	Pin1 inhibitor	mIDH1 inhibitor	rTrxR1 inhibitor	TRHR ag
[1] O=C(OC(C(=O)Nc1ccc(Cl)c(C(F)(F)F)c1)c1ccccc1)C1=COCCO1 (stereo unspecified)
    -25.8%	-3.4	-0.1	-10.5%	0.6	-1.2%	2.5%	0.2%	0.5
[2] COC(=O)/C(C#N)=C/c1c(-c2ccccc2)nc2n1CCS2
    -14.8%	14.1	-0.6	1.0%	-1.6	-7.6%	11.2%	11.6%	-1.0
[3] CC1(C)CNC(=O)c2sc(N3CCCCC3)nc2C1
    0.3%	-3.0	-0.2	-1.8%	-0.9	-4.7%	13.6%	14.0%	-0.3
[4] Cc1ccc(C(=O)N2CCN(c3ccc(C(F)(F)F)cn3)CC2)o1
    2.1%	.	.	-6.7%	.	-0.5%	8.4%	-9.6%	.
[5] COc1cc(C(=O)n2nc(C)c(Sc3ccc(Cl)cc3)c2C)cc(OC)c1OC
    -9.5%	.	3.5	14.7%	2.8	-7.9%	5.4%	30.2%	-2.3
[6] COCCn1c(SCC(=O)Nc2ccc(OC)c(S(N)(=O)=O)c2)nc2ccccc2c1=O
    -8.4%	.	.	0.3%	.	0.1%	5.7%	9.1%	.
[7] CCOC(=O)N1CCN(Cc2ccc(F)cc2F)CC1
    -11.0%	-0.4	15.0	11.4%	18.7	0.9%	5.4%	13.7%	0.0
[8] CN(C)c1[nH]c(=O)c(C#N)c2c1CCN2Cc1ccccc1
    -12.5%	-6.6	-0.7	-8.2%	0.3	3.6%	16.1%	-18.3%	-0.3
[9] CCOC(=O)C1=C(Cc2ccc(F)cc2)C(=O)c2ccccc2C1=O
    -21.9%	-17.6	7.2	-21.9%	3.4	-1.5%	18.7%	6.31µM*	10.5
[10] Cc1ccccc1CSc1nc2cccnc2n1Cc1ccc(C(=O)NCCc2cccs2)cc1
    ?	.	8.0	0.5%	0.9	77.9%[activator]	-0.1%	7.2%	0.6
[11] COc1cccc(/C=N\Nc2nncc(-c3ccccc3)n2)c1
    -6.4%	.	.	1.0%	.	0.8%	-9.2%	6.8%	.
[12] CC(Cc1ccco1)NC(=O)c1ccc(C(F)(F)F)cc1 (stereo unspecified)
    -10.0%	32.2*	1.4	3.1%	-1.2	-17.0%	13.2%	-9.5%	-1.0
[13] C[C@H]1CN([C@@H](C)CO)C(=O)c2cc(NS(=O)(=O)c3ccc(Cl)cc3)ccc2O[C@@H]1CN(C)CC1CCCCC1
    -22.9%	.	.	-3.6%	.	-3.0%	0.0%	7.0%	.
[14] C=CCn1c(SCC(=O)/C(C#N)=C(\C)N)nnc1C1CCCCC1
    -1.3%	13.1	9.2	10.4%[57.1 µM]	1.0	0.4%	2.8%	5.3%[57.1 µM]	0.2
[15] Cc1ccc(S(=O)(=O)NC(=O)Nc2nnc(C3CC3)s2)cc1
    -3.1%	28.1	2.9	-1.0%	-0.4	6.0%	0.6%	-7.1%	0.4
[16] CC1CCCN(C(=O)c2ccc3c(c2)OCO3)C1 (stereo unspecified)
    -4.5%	5.9	10.9	-5.3%	-0.1	-1.1%	-2.1%	10.5%	-2.5
[17] CC(C)C(=O)NC(c1ccc(N(C)C)cc1)c1c(O)ccc2ccccc12 (stereo unspecified)
    -15.7%	6.1	0.4	4.6%	0.7	-1.4%	8.7%	-3.9%	-0.6
[18] CCOc1cc(NC(=O)c2ccccc2C(=O)O)c(OCC)cc1NC(=O)c1ccccc1F
    ?	-2.0	4.7	-2.8%	-4.2	6.6%	7.3%	0.3%	-1.1
[19] COc1ccc(OCC(=O)Nc2ccc(NC(=O)c3ccco3)c(C)c2)cc1
    -20.1%	-3.1	-5.4	6.9%[57.1 µM]	0.5	-4.3%	3.3%	12.6%[57.1 µM]	-0.1
[20] O=C(O)CN(CCO)CCN(CC(=O)O)CC(=O)O
    .	-27.6	4.9	.	0.6	.	.	.	0.6
[21] O=C(OCC(=O)N1CCCC1)c1ccco1
    -12.3%	-15.8	-1.5	5.2%	1.2	4.6%	10.5%	12.0%	0.3
[22] CCOC(=O)CNC(=O)C1c2ccccc2C(=O)N(c2ccc(OC)cc2)C1c1ccc(OC)cc1 (stereo unspecified)
    -4.4%	-15.4	4.4	-6.9%	-0.5	2.5%	1.3%	-7.0%	-1.1
[23] CN(C)CCSc1nnc2sc3ccccc3n12
    13.0%	-12.9	-1.9	14.0%[57.1 µM]	1.0	-7.2%	10.0%	18.8%[57.1 µM]	0.2
[24] C=CCNc1sc(C(=O)c2cccs2)c(N)c1C#N
    -7.8%	-14.2	-1.2	7.5%[57.1 µM]	3.1	?	2.4%	10.5%[57.1 µM]	-0.5
[25] CC(CC(=O)C1C(C)C=CCC1(C)C)NNC(N)=O (stereo unspecified)
    -17.6%	10.9	-2.5	-11.8%	0.0	-2.7%	-14.7%	-7.4%	-0.1
[26] Cc1ccc(NC(=O)C2CCCN2C(=O)OCc2ccccc2)cc1C (stereo unspecified)
    ?	-4.3	0.6	-0.2%	0.4	-3.4%	3.6%	9.4%	-0.3
[27] CCC(C)[C@H](NC(=O)[C@@H]1CSC2c3ccccc3C(=O)N21)C(=O)NCc1ccco1 (stereo partly specified)
    -15.2%	-9.4	-2.3	-0.2%	-0.1	-15.9%	3.5%	-16.8%	-0.3
[28] C[C@@H]1CN([C@H](C)CO)C(=O)c2cc(NC(=O)Cc3ccccc3)ccc2O[C@H]1CN(C)Cc1ccc(Oc2ccccc2)cc1
    -24.9%	.	.	8.5%	.	14.7%	0.0%	14.7%	.
[29] O=C1C2=C(Nc3ccccc3SC2c2ccccc2C(F)(F)F)c2ccccc21 (stereo unspecified)
    -4.0%	.	-15.6	-1.6%	0.8	18.3%	-7.1%	8.3%	0.8
[30] S=C(c1cccs1)N1CCN(c2ccccc2)CC1
    -1.0%	.	.	-12.1%	.	-0.3%	0.8%	-4.6%	.

The final two records of the section before are carried over, then new ones follow.
Results follow in this order: USP1-UAF1 inh	D2 antagonist	TRHR enhancer	TrxR1 substrate	D2 agonist	Pin1 inhibitor	mIDH1 inhibitor	rTrxR1 inhibitor	TRHR ag
[29] O=C1C2=C(Nc3ccccc3SC2c2ccccc2C(F)(F)F)c2ccccc21 (stereo unspecified)
    -4.0%	.	-15.6	-1.6%	0.8	18.3%	-7.1%	8.3%	0.8
[30] S=C(c1cccs1)N1CCN(c2ccccc2)CC1
    -1.0%	.	.	-12.1%	.	-0.3%	0.8%	-4.6%	.
[31] O=C1NN=C(c2ccc(Br)cc2)CC1c1ccc(Cl)cc1 (stereo unspecified)
    -20.4%	-10.3	1.5	-0.6%[57.1 µM]	0.6	?	-2.0%	1.4%[57.1 µM]	0.0
[32] CC(=O)N1CCN(c2c(F)c(F)c(C(F)(F)F)c(F)c2F)CC1
    -2.1%	.	-3.2	-1.9%[57.1 µM]	.	-1.9%	10.5%	-13.8%[57.1 µM]	-1.1
[33] COc1cc(OC)c(OC)cc1CN1CCN(Cc2ccco2)CC1
    -19.2%	14.7	4.7	7.0%	-0.2	-7.8%	0.0%	28.6%	0.0
[34] Cc1cc(NC(=O)CCS(=O)(=O)c2cc3c4c(c2)CCN4C(=O)CC3)ccc1Br
    -24.4%	.	0.8	1.9%[57.1 µM]	0.2	-13.4%	9.2%	15.5%[57.1 µM]	-0.7
[35] CC1CCN(C(=O)C2CCN(C(=O)c3cc4sccc4n3Cc3ccc(F)cc3)CC2)CC1
    -7.2%	8.2	-0.7	-1.7%	0.1	1.7%	2.0%	19.6%	0.0
[36] COc1ccc2c(C)c(C(=O)NCC(C)O)oc2c1OC (stereo unspecified)
    -20.3%	5.1	7.7	99.4%[activator][57.1 µM]	-0.2	-3.1%	1.4%	24.9%[57.1 µM]	0.1
[37] CON(C)S(=O)(=O)c1ccc2c(c1)N(Cc1ccc(C)cc1)C(=O)C1CCCN21 (stereo unspecified)
    -4.4%	0.1	0.0	-7.5%	1.6	57.4%[activator]	0.4%	-26.3%	0.9
[38] COc1cccc(C(=O)N(C)CC2CCN(CCc3cccc(C(F)(F)F)c3)CC2)c1
    -13.0%	25.7	3.8	5.3%	-0.4	1.6%	11.9%	12.4%	-0.2
[39] O=C(CCCN1C(=O)C(c2ccccc2)Oc2cccnc21)NCc1ccc(F)cc1 (stereo unspecified)
    -16.2%	-0.1	-0.7	-1.2%	0.6	-8.3%	7.4%	19.0%	-2.4
[40] CC(=O)Nc1ccc(NC(=O)C2CCCN(S(=O)(=O)c3ccc4c(c3)CCCC(=O)N4)C2)cc1 (stereo unspecified)
    -25.2%	.	5.8	2.4%	0.0	-4.1%	-7.2%	17.7%	0.8
[41] COc1ccccc1CC(=O)NCc1nn(-c2ccccc2)nc1C
    -9.8%	-2.2	-7.6	3.0%	0.1	-3.9%	-0.8%	28.5%	-1.7
[42] Cc1ccc(NC(=O)CN2C(=O)S/C(=C\c3cc(C)n(-c4ccc(C(=O)O)cc4)c3C)C2=O)cc1
    -31.1%	-1.2	-5.2	-3.6%	0.1	?	-0.2%	-3.1%	0.8
[43] Cc1nc2ccn(Cc3cccs3)c(=O)c2cc1C(=O)NCc1ccc(Cl)cc1
    -3.2%	.	18.3	18.0%[57.1 µM]	-1.0	21.6%	-2.0%	10.6%[57.1 µM]	-0.6
